# Screens as filed in PubChem.
# Wnt bcat act = Wnt/beta-catenin pathway activators, primary screen, cell-based, plate reader, single point. hit rate 1.2% among 300,000. Wnt/beta-catenin reporter cell assay, activator. activation, % at 9.35 µM; in the data active means activation above about 30%, passing the limit was not always enough; inconclusive means no clear call, values can overlap the other calls;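 further: 0% = neutral control wells and 100% = positive control wells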
# Tat transport = E. coli Tat export inhibitors, primary screen, MC4100, TorA-mCherry reporter, fluorescence, single point; inhibition, % at 10 µM; hit rate 0.036% among 340,000;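 active means mean replicate inhibition at least 50% and at least half of replicates individually reaching 50%; inconclusive means only one of the two criteria met; inactive means neither criterion met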;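 further: exported cargo escapes ClpAP degradation while cytoplasmic cargo is degraded and loses fluorescence; 0% = median of neutral control wells and 100% = median of NaSCN control wells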
# CAL PDZ FP-1 = untagged CAL PDZ binding inhibitors, primary screen, biochemical, fluorescence polarization, HTS. Golgi-associated PDZ and coiled-coil motif-containing protein (Homo sapiens), Q9HD26. purified CAL PDZ, TMR-peptide fluorescence polarization, 1 h. inhibition, % at 24.9 µM. hit rate 0.92% among 300,000. AID 602252, 2012;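 active means mean inhibition of at least 30% with at least half of replicates also reaching 30%; inconclusive means no clear call, values can overlap the other calls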;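 further: 0% = DMSO neutral control and 100% = excess unlabeled competitor peptide PRC23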
# CAL PDZ FP-2 = CAL PDZ peptide-binding inhibitors, primary screen, biochemical, fluorescence polarization, Cer-tagged CAL PDZ, HTS; purified CAL PDZ, TMR-peptide fluorescence polarization, 1 h; hit rate 0.02% among 330,000; AID 504414, 2011; inhibition, % at 20 µM;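 active means highest replicate inhibition of at least 40%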;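 further: plate controls were DMSO neutral control wells for no effect and unlabeled competitor peptide control wells for full effect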
#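 Material: tagged CAL PDZ protein CerCALP, purified; buffer or medium: sodium phosphate/NaCl buffer pH 7.4 with TCEP, IgG, Thesit; also added: fluorescent TMR peptide probe; schedule: 1 h incubation at room temperature before polarization reading; technique: fluorescence polarization from S- and P-plane intensities, G-factor corrected; control set: unlabelled peptide and DMSO controls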
# AddAB inh = growth inhibition of E. coli expressing H. pylori AddAB, primary screen, AddAB inhibitor project, absorbance; AID 435030, 2010; hit rate 0.29% among 330,000; inhibition, % at 11.9 µM; in the data active means inhibition above about 12%;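 further: 0% = vehicle wells of infected cells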
# MITF act = activators of MITF-driven TRPM1 promoter reporter, primary screen, cell-based, SK-MEL-5, luciferase, single point; SK-MEL-5 TRPM1-promoter luciferase, 24 h; % of positive control, neutral wells = 0; activation, % at 12.5 µM; hit rate 0.75% among 300,000; AID 588334, 2011;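 active means mean activation of at least 80% with every replicate also reaching 80%; inconclusive means mean reaches 80% but some replicate falls short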;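 further: 0% = neutral control wells and 100% = parthenolide positive control wells; values of inactives mirror those of a sister screen read the other way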
# Ecoli viability = E. coli V3065 growth inhibition, primary screen, counter-screen for AddAB inhibitor project, absorbance, OD600. 18 h. inhibition, % at 11.9 µM. hit rate 0.27% among 330,000. AID 449728, 2010;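 active means inhibition above the campaign's mean inhibition across all tested compounds plus 3 SD, cut at about 9.9% in these data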;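 further: uninfected addAB+ strain grown without phage in ampicillin broth; 0% = DMSO wells and 100% = ciprofloxacin 0.95 µg/ml wells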
# SR-BI DiI-HDL act = activators of SR-BI mediated DiI-HDL uptake, primary screen, ldlA[mSR-BI] CHO cells, DiI fluorescence; 3 h; 100 = double the neutral-control signal; activation, % at 12.5 µM; hit rate 0.096% among 320,000;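 active means mean replicate activation of at least 60% and every replicate at or above 60%; inconclusive means mean or all-replicate condition met, but not both; inactive means mean below 60% and not all replicates reaching 60%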;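 further: 0% = median plate neutral-control signal and 100% = twice that signal; values of inactives mirror those of a sister screen read the other way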
#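 Test system: SR-BI-overexpressing, LDLR-lacking CHO cells; Medium: Ham's F12 with 0.5% BSA, HEPES 25 mM, pH 7.4; Schedule: 3 h, 37 °C; Technique: bottom-read fluorescence, 550/595 nm.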
# phage Ecoli inh = growth loss of phage-infected E. coli, primary screen, RecBCD inhibitor project, absorbance, with phage, HTS. AID 651602, 2012. inhibition, % at 11.9 µM. hit rate 0.26% among 360,000; in the data active means inhibition above about 11%
# SR-BI DiI inh = inhibitors of SR-BI mediated HDL lipid uptake, primary screen, ldlA[mSR-BI] cells, fluorescence, single point. Scavenger receptor class B member 1 (Mus musculus), Q61009. ldlA[mSR-BI] CHO cells, DiI-HDL uptake fluorescence, 3 h. hit rate 0.96% among 320,000. inhibition, % at 12.5 µM. AID 488896, 2010;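 active means mean replicate inhibition of at least 70% and a set share of replicates each scoring 70 or more; inconclusive means meets just one of the two criteria; inactive means fails both criteria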;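 further: 0% = median of neutral control wells and 100% = median of positive control wells; values of inactives mirror those of a sister screen read the other way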
# Target sequence (Q61009 whole entry, looked up): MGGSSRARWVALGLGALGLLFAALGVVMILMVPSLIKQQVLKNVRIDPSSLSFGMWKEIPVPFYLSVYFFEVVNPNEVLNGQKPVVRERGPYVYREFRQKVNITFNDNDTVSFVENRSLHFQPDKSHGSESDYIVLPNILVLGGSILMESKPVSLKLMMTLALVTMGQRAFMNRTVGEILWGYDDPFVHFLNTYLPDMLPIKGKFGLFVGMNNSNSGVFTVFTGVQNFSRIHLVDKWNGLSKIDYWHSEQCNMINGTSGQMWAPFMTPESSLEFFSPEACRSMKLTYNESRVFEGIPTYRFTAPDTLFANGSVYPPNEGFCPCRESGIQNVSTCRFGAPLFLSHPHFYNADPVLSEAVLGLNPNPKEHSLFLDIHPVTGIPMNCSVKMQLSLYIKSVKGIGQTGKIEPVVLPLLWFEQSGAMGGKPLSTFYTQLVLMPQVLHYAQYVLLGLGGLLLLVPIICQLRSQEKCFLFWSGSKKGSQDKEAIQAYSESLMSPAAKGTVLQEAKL
# Numbers without * were called inactive; ? = inconclusive; / = not tested or not shown. This is a random part of the collection; overall some 3.6% were active at least once.
SMILES,Wnt bcat act,Tat transport,CAL PDZ FP-1,CAL PDZ FP-2,AddAB inh,MITF act,Ecoli viability,SR-BI DiI-HDL act,phage Ecoli inh,SR-BI DiI inh
C/C(=N\Nc1cc(C)nc(-c2ccccc2)n1)c1cccc([N+](=O)[O-])c1,-2,1,-4,-1.6,0.5,10,-0.4,-77,1.1,77*
O=C(CCSc1ccc(Cl)cc1)Nc1cccnc1,3,-2,0,-2.0,8.6,-6,-0.6,15,2.8,-15
COC(C[C@H]1O[C@H]1[C@H](O)[C@@H](C)OCc1ccccc1)OC,-3,5,1,0.6,/,0,/,10,2.5,-10
CCOC(=O)CN1C(=O)S/C(=C\c2ccc(-c3cccc(C(=O)O)c3C)o2)C1=O,21,/,/,/,-0.3,/,-0.7,/,2.8,/
O=C(CN(CC1CCCO1)S(=O)(=O)c1ccc(S(=O)(=O)NC2CC2)cc1)Nc1ccccc1 (centres undefined),/,4,-2,-0.3,3.8,-4,-1.1,0,1.8,0
CC1CCN(C(=O)CCNC(=O)Cn2cnc3sc4c(c3c2=O)CCCC4)CC1,-4,0,-3,-1.7,1.8,0,-0.6,4,2.6,-4
COc1ccc(CCNCC(=O)Nc2ccc(C(=O)N3CCCCC3)cc2)cc1,-4,4,0,-0.5,1.7,-4,1.0,/,3.9,/
Cc1ccc(C(=O)COC(=O)CCN2C(=O)C3C4CCC(C4)C3C2=O)cc1[N+](=O)[O-] (centres undefined),0,1,5,0.1,3.5,-1,1.8,8,1.7,-8
CCOC(=O)C1=C(C)Nc2ccccc2N=C1NC(=O)c1cccc(S(=O)(=O)N(C)C)c1,0,-2,-3,/,-1.4,-1,-2.6,25,0.3,-25
O=C(COC(=O)C1CCN(S(=O)(=O)c2cccs2)CC1)NCc1ccc(F)cc1,0,21,-2,0.8,1.2,-2,0.4,8,2.8,-8
COc1ccc(Cl)cc1NC(=S)N(Cc1ccccc1C)CC1CCC(C(=O)O)CC1 (centres undefined),-1,-1,/,-1.2,-0.2,-7,-2.5,1,5.0,-1
c1ccc2c(-c3nnc4n3CCCCC4)c[nH]c2c1,/,1,-1,-3.2,2.6,-3,-2.7,25,-0.1,-25
O=C(N/N=C/c1ccc(N2CCOCC2)cc1)C1CC1,-2,2,0,-2.1,1.3,5,-1.3,6,2.8,-6
CCN(Cc1ccncc1)C(=O)CC1C(=O)NCCN1Cc1ccc(F)c(F)c1 (centres undefined),-5,-7,0,1.1,3.7,6,0.3,11,3.6,-11
Cc1nc(N2CCN(Cc3ccc4c(c3)OCO4)CC2)[nH]c(=O)c1C,3,-7,-2,0.3,/,-3,/,1,-0.1,-1
Cc1[nH][nH]c(=O)c1C=NCc1ccc(Cl)cc1,-1,9,1,-1.8,2.4,-3,0.3,1,4.6,-1
S=C(Nc1ccccc1)Nc1ccc(OCc2ccccc2)cc1,/,-6,/,0.1,2.1,11,1.3,-12,2.5,12
CN(C(=O)CSc1nc2ccc(Br)cc2c(=O)n1Cc1ccco1)C1CCS(=O)(=O)C1 (centres undefined),-3,1,-3,0.7,1.4,-2,-0.6,9,5.1,-9
O=C(O)c1cccc2cc(-c3ccccc3)oc(=O)c12,3,-4,-3,0.7,-1.0,/,-0.8,22,1.4,-22
Cn1c(=O)c2c(nc(Br)n2Cc2ccc3ccccc3c2)n(C)c1=O,/,2,-4,-3.2,4.2,-7,1.3,-12,1.6,12
CCC(C(=O)OCC(=O)Nc1c(C)n(C)n(-c2ccccc2)c1=O)c1ccccc1 (centres undefined),/,16,-4,-2.7,-1.8,1,0.2,24,-0.9,-24
CCOCCCNC(=O)Cc1ccc(OC)c(OC)c1,-6,-8,-7,-1.0,4.0,-1,0.9,14,0.7,-14
FC(F)Sc1ccc(NC(=S)NC2CCC(NC(=S)Nc3ccc(SC(F)F)cc3)CC2)cc1 (centres undefined),-27,-3,3,-0.9,1.1,-9,-2.4,-37,2.9,37
Cc1ccc(NC(=O)CN2C(=O)c3ccccc3S2(=O)=O)cc1C,0,4,-1,-0.6,-0.4,/,-0.2,/,0.0,/
COc1ccc(CCC(=O)Nc2ncc(C)s2)cc1,24,-6,-8,-0.5,0.6,-3,1.6,-25,0.5,25
CN(CCOCCOc1ccc(F)cc1)Cc1ccccc1,-1,14,0,1.2,0.8,-10,0.3,-7,1.3,7
COCc1ccc(CN2CCCC(CO)(Cc3ccccc3)C2)o1 (centres undefined),1,0,0,0.5,3.1,15,1.5,28,2.1,-28
Cc1cccc(C(C)C)c1NC(=O)CN1C(=O)NC2(CCc3ccccc32)C1=O (centres undefined),-3,5,-6,-0.3,0.7,7,0.1,6,1.4,-6
Cc1cccc(C=CC(=O)c2ccccc2)c1,7,3,/,-0.3,/,49,/,12,3.5,-12
CCCCSc1nc(C)c(CC(=O)O)c(=O)[nH]1,/,-3,0,-0.4,-1.2,-10,1.4,29,4.0,-29
COC(=O)c1cnn2c(C(F)(F)F)cc(-c3ccco3)nc12,-2,5,-1,/,1.2,-6,1.3,-4,3.8,4
O=c1[nH]c(CO)nc2c1oc1ccccc12,/,-4,-2,-2.5,2.0,21,1.7,22,2.2,-22
O=C(/C=C/c1ccco1)N(c1ccccn1)c1ccccn1,-1,-11,/,0.3,-0.7,-1,0.5,-5,3.5,5
Cc1ccccc1-c1cc(C(=O)Nc2nc3c(s2)CCCC3)c2ccccc2n1,/,-1,/,-1.9,-2.8,-30,-1.4,-74,-1.3,?
Cc1ccc(C2CC(c3cccc(Br)c3)n3nc(N)nc3N2)cc1 (centres undefined),-4,-18,/,-1.9,2.4,4,-2.2,5,2.1,-5
O=S(=O)(Nc1ccc(Cc2ccncc2)cc1)c1ccc(Cl)cc1,-3,-7,-2,0.2,4.5,-13,-1.1,-4,2.9,4
CC1CCC2(CC1)NC(=O)N(NC(=O)C1CCN(C(=O)c3ccc(Cl)cc3)CC1)C2=O (centres undefined),-6,-1,/,-0.4,/,1,/,16,3.2,-16
COCc1c(C(=O)N/N=C/c2ccco2)nnn1-c1nonc1N,-1,-2,-2,-0.8,0.7,-7,-2.5,0,4.4,0
Cc1ccccc1/C=c1\s/c(=C\C(=O)C(C)(C)C)[nH]c1=O,-6,6,0,-1.0,-1.4,-7,-1.0,-6,1.3,6
CNC(=O)/C(C#N)=C/c1c(N2CCN(c3cccc(Cl)c3)CC2)nc2c(C)cccn2c1=O,-3,10,/,-0.1,0.4,-1,1.7,3,0.3,-3
Cc1cc2ncn(CC(O)COC3CCCCC3)c2cc1C (centres undefined),/,3,-18,-3.3,3.8,-4,-1.8,27,1.3,-27
O=C(Cn1cc(C(F)(F)F)ccc1=O)NCC1CCCO1 (centres undefined),-4,4,0,-2.7,1.2,16,-2.1,-9,1.5,9
Cc1ccc(NC(=O)Cn2nc(C)c(S(=O)(=O)N(C)C)c2C)cc1,-1,-2,-4,-0.5,0.4,-4,-2.9,/,-2.2,/
CCNc1nnc(CSc2nc3ccccc3s2)s1,/,-4,-3,-1.0,1.8,16,1.0,-19,0.1,19
CCCn1c(=O)c(C(=O)NNS(=O)(=O)c2ccc(NC(=O)OC)cc2)c(O)c2ccccc21,1,5,8,-0.8,0.6,2,-2.0,18,1.3,-18
O=C(O)c1cnc(-c2ccccc2)nc1C(F)(F)F,-1,1,-3,-0.7,0.6,6,-2.4,0,4.3,0
Cn1c(N=NC(=O)c2ccccc2)c(O)c2ccccc21,?,10,/,1.7,1.8,-19,1.1,-17,0.9,17
Clc1ccc(-c2noc(CN(Cc3ccccn3)CC3CCCO3)n2)cc1 (centres undefined),-2,-10,-2,-0.7,-3.2,-7,-1.1,2,0.8,-2
CC(C)c1cccc(C(C)C)c1NC(=O)CN1C(=O)NC2(CCCCCCC2)C1=O,-3,-11,-2,0.3,-0.2,3,0.7,10,-0.1,-10
O=C(COc1ccc(Cl)cc1)NCc1ccccc1,1,-3,-3,0.6,-0.5,/,3.4,5,0.9,-5
O=C(N1CCOCC1)C(F)(F)C(=O)N1CCOCC1,/,0,8,-1.0,1.5,-6,-0.4,4,5.4,-4
O=C1NCC(COc2ccc(Cl)cc2)O1 (centres undefined),-1,3,-3,-2.8,-0.8,-1,0.5,11,2.5,-11
O=C(COC(=O)c1ncc(Cl)c(Cl)c1Cl)Nc1cccnc1Cl,2,-5,-4,-2.2,1.0,-3,0.2,9,6.4,-9
O=C(C1CCC1)N1CCN(S(=O)(=O)c2cc(F)ccc2F)CC1,-3,-7,-6,-1.5,/,-4,/,0,-0.8,0
Cc1csc(NC(=O)CSc2nc(=O)n(CCCN(C)C)c3c2CCC3)n1,4,4,-4,-2.3,-0.4,12,2.5,22,1.3,-22
CCOC(=O)C1CCN(C(=O)CN(C)S(=O)(=O)c2cc(C)ccc2OC)CC1,/,-11,-2,-1.6,2.0,10,-0.5,-14,3.0,14
COC(=O)c1ccc(CNC(=O)c2coc3ccccc3c2=O)cc1,-1,5,0,-1.5,1.9,12,1.8,16,3.5,-16
C/C(=N\NC(=O)c1csc(C)c1C)c1ccco1,28,-6,1,-1.1,1.1,17,1.2,-1,1.4,1
O=C(NC1CCN(Cc2cccc([N+](=O)[O-])c2)CC1)c1ccccc1,-2,0,-3,0.1,1.3,1,-3.3,1,0.5,-1
CC(=O)C(C(C)=O)C1(O)C(=O)c2ccccc2C1=O,-1,10,-1,0.9,1.0,-1,-0.3,30,1.8,-30

# The listing continues.
SMILES,Wnt bcat act,Tat transport,CAL PDZ FP-1,CAL PDZ FP-2,AddAB inh,MITF act,Ecoli viability,SR-BI DiI-HDL act,phage Ecoli inh,SR-BI DiI inh
Cn1nccc1C(=O)Nc1ccc(S(=O)(=O)N2CCCC2)cc1,6,-5,2,-1.9,0.3,6,3.1,-14,1.6,14
CCOC(=O)C1=C(CC)Nc2ccccc2N/C1=N\S(=O)(=O)c1ccc2ccccc2c1,-10,10,-2,-0.3,-2.1,-7,1.0,-8,-1.1,8
O=C1/C(=C/c2cccc(Cl)c2)CSc2sccc21,3,14,-2,0.1,1.3,-5,0.2,2,3.3,-2
c1ccc(Cn2c(CNc3nc4ccccc4n3CCN3CCCCC3)nc3ccccc32)cc1,/,7,-2,-1.7,-1.8,-13,-1.3,12,-0.2,-12
